# ERG-DNA inh: inhibitors of human ERG Ets domain-DNA interaction; P11308; fluorescence polarization, His-ERG Ets domain / labelled DNA; Potency, µM (titrated, usually from 76.9 µM), for inactives: at the top dose FP activity, negative = inhibition, actives largely listed as inhibitors; actives 0.028% (n = 370,000); active = well fitted inhibition curve with a large enough effect in the polarisation, with a control signal flat; inconclusive = small, poorly fitted or top-dose-only effect, or effect the other way, or a change in a side signal; inactive = no such curve, though single readings can be large or run the other way; the % refers to the polarisation;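 also: polarization taken with two DNA probes labelled with fluorescein and Texas red; potency is read from the fitted curve at half-maximal effect; % of control where 0% means no effect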
#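 His-tagged ERG Ets domain (1 uM in the protein solution; 300mM KCl, 50mM Tris-HCl, 1mM EDTA, 1mM DTT, pH 7.5) received compound, then a probe mix of 5 nM fluorescein-DNA and 100nM Texas-615-DNA. Fluorescence polarization was read for both dyes.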
# GRP78 ERSR act: induces the endoplasmic reticulum stress response in human glioma cells. actives 0.02% (n = 420,000). Potency, µM, for inactives: at the highest dose activation, most hits filed as activators. U87-MG GRP78 promoter luciferase reporter, 16 h; also: potency is read from the fitted curve at half-maximal effect; series mostly up to about 76 µM; % of control where 0% means no effect; nearly all actives have a fitted effect of over 35% in size
#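 Stably transfected U87-MG human glioma cells carrying a GRP78-based luminescent sensor were seeded at 1000 cells/well, pin-dosed with compounds and incubated 16 h. Luciferase reagent was then added, and end-point luminescence was read after 10 min at room temperature.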
# D2 agonist: activates the human D2 dopamine receptor; HEK293 T-REx D2 cells, calcium flux agonist mode; P14416; activation, % at 2 µM; AID 485358; actives 0.53% (n = 340,000);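 active = activation over 3 SD above normal in the single-dose calcium agonist read, cut at about 30% in these data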; also: 0% is about no effect
# Target sequence (P14416 whole entry, looked up): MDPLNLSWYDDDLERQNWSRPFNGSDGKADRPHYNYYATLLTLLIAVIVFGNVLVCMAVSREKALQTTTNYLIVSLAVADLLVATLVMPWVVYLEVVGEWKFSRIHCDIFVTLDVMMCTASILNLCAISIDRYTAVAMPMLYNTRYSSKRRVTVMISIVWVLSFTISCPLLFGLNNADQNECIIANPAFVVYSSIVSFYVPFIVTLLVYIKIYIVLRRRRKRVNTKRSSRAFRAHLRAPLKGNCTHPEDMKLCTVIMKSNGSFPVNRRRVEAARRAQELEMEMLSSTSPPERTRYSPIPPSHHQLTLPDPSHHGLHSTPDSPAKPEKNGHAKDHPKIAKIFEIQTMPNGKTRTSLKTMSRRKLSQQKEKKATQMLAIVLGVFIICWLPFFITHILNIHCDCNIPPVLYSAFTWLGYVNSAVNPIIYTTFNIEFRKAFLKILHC
#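 HEK293 Trex D2 cells, tetracycline-induced, o/n 30 C 5% CO2; no-wash Ca dye, RT 30–90 min; 10-cycle baseline, 23 nl cpd added, kinetic Ca read 180 s; agonist hits = positive Ca response.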
# D2 antag: antagonists of human D2 dopamine receptor. actives 2% (n = 340,000). inhibition, % at 10 µM. AID 485344. HEK293 TREx D2 cells, calcium flux, dopamine EC80; in the data active = inhibition above about 30%; also: 0% is about no effect
#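 Compounds are added to dye-loaded, induced HEK293 T-REx cells coupled to calcium release via D2; after a 3 min kinetic read an EC80 dopamine stimulus is given and fluorescence is recorded for 3 more min.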
# LDHA inh: LDHA (human) enzyme inhibition; actives 0.15% (n = 480,000); purified LDHA, NADH/diaphorase-resazurin fluorescence; active compounds read low; activity change, % (values are at about 110 or 230 µM); AID 1347041; P00338; in the data active = activity change below about -30%; inconclusive = mostly about -25% to -30%;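 also: plate controls were DMSO wells for no effect and wells without enzyme for full effect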
#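 LDH5 2 nM; NADH 0.06 mM, pyruvate 0.2 mM; 200 mM Tris pH 7.4, EDTA, Tween-20; 5 min RT. Detection: diaphorase 0.133 mg/mL + resazurin 37 µM, fluorescence ex540/em590 at 0 and 20 min; normalized to enzyme-free and DMSO wells.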
# Vif-APOBEC3F blk: blocks the Vif interaction with APOBEC3F; HeLa A3F-eYFP + Vif (tagged APOBEC3F with the HIV-1 protein that degrades it), YFP fluorescence increase; Potency, µM (highest dose often 46.1 µM), without a hit: top-dose activity, negative = active; actives 0.2% (n = 390,000); AID 602313; also: potency is read from the fitted curve at half-maximal effect; % of control where 0% means no effect; nearly all actives have a fitted effect of over 65% in size
#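 HeLa cells stably expressing A3F-eYFP plus Vif, plated and incubated overnight at 37 deg C, then exposed to compounds overnight at 37 deg C. Blocked degradation read as raised yellow fluorescence (Ex 488/Em 500-530).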
# Vif-APOBEC3G blk: Vif-A3G binding inhibition. Q9HC16. actives 0.076% (n = 410,000). AID 602310. HeLa A3G-eYFP + Vif (tagged APOBEC3G with the HIV-1 protein that degrades it), YFP fluorescence, overnight. Potency, µM (top dose mostly 46.1 µM), without a hit: top-dose activity, negative = active, most hits filed as inhibitors;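 also: potency is read from the fitted curve at half-maximal effect; % is scaled to controls: 0 for no effect and ±100 for the full control effect; nearly all actives have a fitted effect of over 60% in size; hits raise eYFP signal because A3G escapes Vif-driven loss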
# Target sequence (Q9HC16 whole entry, looked up): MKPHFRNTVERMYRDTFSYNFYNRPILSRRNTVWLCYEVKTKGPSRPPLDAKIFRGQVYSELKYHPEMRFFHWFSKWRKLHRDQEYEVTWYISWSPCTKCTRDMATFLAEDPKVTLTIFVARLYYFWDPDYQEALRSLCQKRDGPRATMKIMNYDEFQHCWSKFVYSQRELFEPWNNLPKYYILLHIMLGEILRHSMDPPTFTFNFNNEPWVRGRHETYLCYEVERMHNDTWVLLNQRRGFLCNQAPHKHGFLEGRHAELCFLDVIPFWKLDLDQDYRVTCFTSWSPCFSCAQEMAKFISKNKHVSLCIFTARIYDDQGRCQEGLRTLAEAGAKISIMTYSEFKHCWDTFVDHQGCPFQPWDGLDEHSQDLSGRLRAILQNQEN
#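 HeLa cells stably expressing Vif and C-terminally eYFP-tagged A3G, seeded overnight at 37 deg C, then exposed to compound by pintool overnight at 37 deg C. Rise in yellow fluorescence (Ex 488/Em 500-530, Acumen) marks blocked Vif-driven A3G degradation.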
# ALOX12 inh: ALOX12 (human) lipoxygenase inhibition. purified 12hLO, xylenol orange hydroperoxide absorbance. Potency, µM (highest dose often 108 µM), without a hit: at the highest dose activity change, negative = inhibition, actives largely listed as inhibitors. actives 1.1% (n = 580,000). AID 1671190; also: potency is read from the fitted curve at half-maximal effect; % is scaled to controls: 0 for no effect and ±100 for the full control effect
#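 Hydroperoxide product was detected by ferrous iron/xylenol orange as the 573 to 405 nm absorbance ratio. Arachidonic acid at 40 uM (final) was turned over for 30 min at room temperature by 150 nM human 12hLO, pH 7.0 Hepes buffer, after 15 min compound preincubation.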
# RGS4 inhibitor: human RGS4 inhibition; AID 504845; P49798; actives 0.039% (n = 390,000); Transcreener GDP fluorescence polarization, RGS4-accelerated GTP hydrolysis; Potency, µM (titrated, usually from 114 µM), for the others: at the highest dose activity change, negative = inhibition, hits mostly inhibitors; also: potency is read from the fitted curve at half-maximal effect; % is scaled to controls: 0 for no effect and ±100 for the full control effect; nearly all actives have a fitted effect of over 75% in size; some results filed as inactive show a strong effect at the top dose
# Target sequence (P49798 whole entry, looked up): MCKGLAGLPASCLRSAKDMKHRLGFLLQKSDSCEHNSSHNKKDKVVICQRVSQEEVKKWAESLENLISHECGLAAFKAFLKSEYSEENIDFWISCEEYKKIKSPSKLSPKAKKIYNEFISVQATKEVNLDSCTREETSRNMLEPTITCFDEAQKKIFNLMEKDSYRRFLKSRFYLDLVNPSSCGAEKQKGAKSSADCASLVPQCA
#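 MLSMR compounds (23 nl, pin-transferred) preincubated 10 min at room temperature with a 500nM (2x) first reagent, then RGS4 at 900nM (2x) plus Transcreener GDP mix added; fluorescence polarization (620/688 nm) read before and after 90 min at 30 °C.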
# The depositor's hits bear a star; ? = inconclusive; . = no result given; & = joins results of further samples; [ ] = another dose, or the depositor's remark. Unless noted, calls follow the shape of the dose curve; as a rule, active = well fitted curve in the direction sought with a large enough effect; inconclusive = small, poorly fitted or top-dose-only effect, or another doubt; inactive = no such curve, though single readings can be large; an effect the other way counts as inactive or inconclusive.
SMILES,ERG-DNA inh,GRP78 ERSR act,D2 agonist,D2 antag,LDHA inh,Vif-APOBEC3F blk,Vif-APOBEC3G blk,ALOX12 inh,RGS4 inhibitor
CC(C)c1nnc(NC(=O)CCC(=O)N2CCN(c3ccccn3)CC2)s1,-2%,0%,0.4,-1,-13,-8%,-1%,6%,-1%
Cc1ccc(NC(=S)NCC2CCCO2)cc1C (stereo not drawn),-1%,0%,-0.4,-14,-1,5%,-2%,?,-24%
Fc1cc(F)c2nc(N3CCCCC3)sc2c1,-8%,6%,0.2,-16,-4,-3%,0%,7%,7%
CN(Cc1ccccc1)C(=O)c1ccc2c(c1)OCCO2,-3%,2%,0.6,15,-7,1%,0%,0%,-20%
COc1cccc(NC(=O)CN(C)C(=O)CC2Sc3ccccc3NC2=O)c1 (stereo not drawn),3%[15.4 µM],2%,-0.5,-15,-5,-4%,0%,-2%,-5%
Cc1ccc(NC(=O)COc2coc(CN3CCN(c4ccccc4)CC3)cc2=O)cc1,1%,-5%,11,9,-3,-3%,3%,-3%,-33%
COc1ccc(CCNC(=O)CCCn2c(SCC#N)nc3ccccc3c2=O)cc1OC,-22%,-4%,0.1,-33,-2,-13%,-1%,-1%,5%
COc1ccc(CNC(=O)C(=O)NCC2OCCN2S(=O)(=O)c2ccc3c(c2)OCCO3)cc1 (stereo not drawn),1%,-1%,.,.,0,5%,0%,31%[activator],14%
COCCNC(=O)COCc1cc(-c2ccc3c(c2)OCO3)on1,-5%,2%,-1.0,-6,-2,-4%,-6%,-5%,-6%
CCC(=O)Oc1ccc2c(C)c(Cl)c(=O)oc2c1,-1%,-5%,0.0,2,0,-1%,1%,?,27%

# Looked up by structure from the list above, three records:
SMILES,ERG-DNA inh,GRP78 ERSR act,D2 agonist,D2 antag,LDHA inh,Vif-APOBEC3F blk,Vif-APOBEC3G blk,ALOX12 inh,RGS4 inhibitor
COCCNC(=O)COCc1cc(-c2ccc3c(c2)OCO3)on1,-5%,2%,-1.0,-6,-2,-4%,-6%,-5%,-6%
CC(C)c1nnc(NC(=O)CCC(=O)N2CCN(c3ccccn3)CC2)s1,-2%,0%,0.4,-1,-13,-8%,-1%,6%,-1%
COc1cccc(NC(=O)CN(C)C(=O)CC2Sc3ccccc3NC2=O)c1 (stereo not drawn),3%[15.4 µM],2%,-0.5,-15,-5,-4%,0%,-2%,-5%

# Following part.
SMILES,ERG-DNA inh,GRP78 ERSR act,D2 agonist,D2 antag,LDHA inh,Vif-APOBEC3F blk,Vif-APOBEC3G blk,ALOX12 inh,RGS4 inhibitor
CCN(CC)C1CCN(Cc2c(C(=O)N3CCCCCCC3)nc3ccc(Cl)cn23)C1 (stereo not drawn),2%,-5%,-0.7,21,-5,0%,-7%,?,-2%
CC1CCc2c(sc(N)c2C(=O)OC(C)C)C1 (stereo not drawn),7%,-3%,-0.5,22,5,-23%,0%,?,-33%
CC(C)(C)OC(=O)N1CCC(c2c(C(=O)NCc3ccc4c(c3)OCO4)cnn2-c2ccc(F)cc2F)CC1,-5%,-3%,-0.1,.,4,-1%,1%,-15%,-10%
COc1cc(CC(=O)Nc2ccc3c(c2)CCC3)cc(OC)c1OC,-8%,-5%,0.5,0,-1,2%,1%,-26%,-4%
Cc1ccc(S(=O)(=O)N2CCCNCC2)cc1,9%,-2%,0.7,-6,-8,-10%,-9%,2%,-13%
COc1cc(OC)cc(C(=O)NCC2CCCO2)c1 (stereo not drawn),.,2%,-0.1,12,0,8%,2%,-2%[57.4 µM],-6%
CC(=O)Nc1ccc(C=C(C(C)=O)C(C)=O)cc1,-2%,-5%,1.4,-1,-4,15%,0%,84%[activator],-5%
Clc1ccc(Cl)c(Oc2ccc(Oc3nc(Cl)ccc3Cl)cc2)n1,5%,-2%,-0.6,-19,-7,1%,-5%,-9%,11%
CCCOC(=O)CSc1nnc(-c2ccc(Cl)cc2Cl)o1,-11%,-10%,1.1,2,-4,1%,2%,0%,-7%
COc1ccc(-n2c(Cc3cccn3C)nnc2SCC(=O)Nc2cc(C)cc(C)c2)cc1,-3%,-7%,-1.5,1,-1,4%,-8%,388%[activator],-15%
COc1ccc(OC)c(N(CC(=O)Nc2cccc3ccccc23)S(C)(=O)=O)c1,0%,-4%,.,.,-2,5%,-7%,-14%,-14%
Cn1c(N)c(C(=O)COC(=O)C2CCCN2C(=O)c2cccs2)c(=O)n(C)c1=O (stereo not drawn),-2%,-2%,.,.,-12,-16%,1%,5%,-47%
CCCN(CCC)C(=O)Cn1c(=O)n(CCC(=O)NCCc2ccccc2)c(=O)c2ccccc21,1%,-2%,0.1,-5,-11,-8%,-5%,5%,2%[11.4 µM]
COc1ccc(/C=N/NC(=O)c2ccccc2NC(=O)c2ccco2)c(OC)c1,2%,-1%,-0.8,-2,-15,9%,-15%,0%,2%
CCC(C)N(C(=O)c1csnn1)C(C(=O)NC1CCCC1)c1ccccc1F (stereo not drawn),-2%,-3%,0.7,-5,-2,12%,-1%,-9%,-28%
Fc1ccc(-n2nnnc2-c2ccccc2Cl)cc1,-16%,3%,-1.5,9,-1,?,-7%,0%,10%
CCCNC(C)(C)COC(=O)c1ccccc1,1%,-1%&-5%,0.0,5,-11,-2%,1%,-10%,18%
Cc1c(Cl)cccc1NC(=O)CCN1CCC(C(N)=O)CC1,-9%,-3%,2.6,7,-5,-7%,1%,0%,-11%
O=C(COC(=O)COc1ccc(Cl)cc1Cl)NC1CCCCCC1,-4%,-4%,-0.3,4,-1,-1%,-1%,-8%,11%
Cc1ccnc2nc(C(=O)NC3=NCCS3)nn12,-1%,1%,1.0,2,-2,-5%,0%,?,-20%

# Limited to Vif-APOBEC3G blk, D2 agonist and LDHA inh (4 entries from above):
Structure | Vif-APOBEC3G blk | D2 agonist | LDHA inh
Cc1ccc(NC(=S)NCC2CCCO2)cc1C (stereo not drawn) | -2% | -0.4 | -1
Fc1cc(F)c2nc(N3CCCCC3)sc2c1 | 0% | 0.2 | -4
CN(Cc1ccccc1)C(=O)c1ccc2c(c1)OCCO2 | 0% | 0.6 | -7
COc1cccc(NC(=O)CN(C)C(=O)CC2Sc3ccccc3NC2=O)c1 (stereo not drawn) | 0% | -0.5 | -5

# Some of these compounds in order of number of heavy atoms, rising.
SMILES,ERG-DNA inh,GRP78 ERSR act,D2 agonist,D2 antag,LDHA inh,Vif-APOBEC3F blk,Vif-APOBEC3G blk,ALOX12 inh,RGS4 inhibitor
Cc1ccnc2nc(C(=O)NC3=NCCS3)nn12,-1%,1%,1.0,2,-2,-5%,0%,?,-20%
O=C(COC(=O)COc1ccc(Cl)cc1Cl)NC1CCCCCC1,-4%,-4%,-0.3,4,-1,-1%,-1%,-8%,11%
Cn1c(N)c(C(=O)COC(=O)C2CCCN2C(=O)c2cccs2)c(=O)n(C)c1=O (stereo not drawn),-2%,-2%,.,.,-12,-16%,1%,5%,-47%

# (cont.)
SMILES,ERG-DNA inh,GRP78 ERSR act,D2 agonist,D2 antag,LDHA inh,Vif-APOBEC3F blk,Vif-APOBEC3G blk,ALOX12 inh,RGS4 inhibitor
Cc1csc(=O)n1CCC(=O)NCc1ccc(F)cc1,-14%,0%,.,.,1,4%,-7%,11%,-4%
CC(C)OP(=O)(OC(C)C)C(Nc1ccc([N+](=O)[O-])cc1)c1cccc([N+](=O)[O-])c1 (stereo not drawn),12%,-5%,-3.1,-8,1,4%,0%,-15%,12%
COc1ccc(NC(=O)Nc2cc(C)ccc2F)cc1,.,4%,0.7,-11,1,4%,0%,13%,-16%
Cn1cc(CNCc2ccccc2OCC(O)CN2CCc3ccccc3C2)cn1 (stereo not drawn),14%,-1%,0.1,13,3,-8%,0%,3%,-17%
COc1cccc2cc(C(=O)CS(=O)(=O)c3ccc(Cl)cc3)c(=O)oc12,5%,-1%,-1.8,-18,0,-9%,0%,16%,?
CC(C)COC(=O)n1c(=O)oc2cc(S(=O)(=O)N3CCCCC3)ccc21,-4%,-1%,-0.9,-2,-7,0%,-6%,-9%,34%
CCn1cc(SCC(=O)NC2CCCC2)c2ccccc21,6%,0%,-1.6,1,1,-5%,-5%,8%,-51%
O=C(CCc1ccccc1)OCCN1CCOCC1,0%,-3%,-1.2,-1,-4,-2%,1%,?,-34%
C=C1C(=O)OCC2C(C(=O)O)=CC3C(C)C(C)=CC123 (stereo not drawn),.,-9%,.,.,-1,-3%,-20%,0%,.
OC(Cc1ccccc1Br)c1ncc(-c2cccc(C(F)(F)F)c2)[nH]1 (stereo not drawn),.,-3%,.,.,-3,.,-13%,-10%,.
CCOC(=O)c1ccc(CN(Cc2ccc(Br)cc2)S(=O)(=O)c2cccc(C(F)(F)F)c2)cc1,-2%,-1%,-0.1,.,-9,4%,1%,-26%,15%
CC1CCN(CCCNC(=O)c2ccc3c(=O)n(CCc4ccccc4)c(=O)[nH]c3c2)CC1,-4%,-5%,0.0,5,-1,-2%,2%,0%,6%

# Screens (PubChem)

# These rows are one share of the data (hit frequency here may not be typical).
